ZTA counter – counter-screen for EBNA-1 inhibitors: inhibitors of Epstein-Barr virus ZTA. ZTA-DNA binding, fluorescence polarization. inhibition, % at 11 µM. actives 0.15% (n = 320,000); in the data active = inhibition above about 33%
AHR act – human AHR activation; AID 2796; P35869; AHR-responsive luciferase reporter cells, luminescence; activation, % at 5 µM; actives 2.5% (n = 320,000); in the data active = activation above about 47%;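 also: 0% = vehicle wells and 100% = reference agonist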
proCasp7 act – counter-screen for procaspase-3 activators: activators of human procaspase-7. actives 0.093% (n = 330,000). activation, % at 8.5 µM. P55210. recombinant procaspase-7, Ac-DEVD-pNA absorbance 405 nm; D23A/D198A/D206A triple mutant, cannot self-cleave; scale: DMSO 0, 5 µM enzyme 100;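 active = percent activation above the screen-wide mean plus 3 SD, cut at about 25% in these data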
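Assay system: Uncleavable procaspase-7 mutant enzyme; Input: 2 µM procaspase-7 mutant as dispensed; Also added: DEVD-pNA substrate; Medium: Zinc-free HEPES pH 7.4 with 300 mM NaCl, 0.01% Triton X-100; Timing: 1 h compound preincubation, 2 h substrate cleavage, 25 °C; Measured by: Epi-absorbance of released pNA at 405 nm, two timepoints.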
EBNA-1 inh – blocks EBNA-1 binding to DNA; EBNA-1 DNA binding, fluorescence polarization; inhibition, % at 14.8 µM; actives 0.34% (n = 300,000); in the data active = inhibition above about 28%
LAP4-GFP MLPCN – yeast TOR pathway LAP4-GFP modulation; actives 0.34% (n = 320,000); GFP response vs DMSO, % at 10 µM; S. cerevisiae LAP4-GFP multiplex, flow cytometry GFP, 3 h; median GFP as percent of DMSO wells;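 active = GFP response vs DMSO above a set limit, about the screen mean plus 3 SD, cut at about 150% in these data; inconclusive = under 70 cell events counted for the yeast strain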
RPL19A TOR yeast – yeast TOR pathway RPL19A-GFP modulation; actives 0.3% (n = 330,000); percent response vs DMSO, % at 10 µM; S. cerevisiae RPL19A-GFP strain, flow cytometry, 3 h; active compounds read low; AID 2025;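 active = percent response vs DMSO below 50%; inconclusive = fewer than 70 events counted for the yeast strain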;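 also: median channel GFP fluorescence of the barcoded RPL19A-GFP strain; ratio of sample median GFP to plate DMSO average so 100% = DMSO; lower means less RPL19A-GFP as with rapamycin TOR inhibition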
MEP2 TOR yeast – modulators of TOR pathway MEP2-GFP in S. cerevisiae | S. cerevisiae MEP2-GFP strain, flow cytometry GFP, 3 h; 100% = DMSO control level | GFP response vs DMSO, % at 10 µM | actives 0.51% (n = 330,000) | AID 2016;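 active = GFP response versus DMSO above a set limit, roughly screen mean plus 3 SD, cut at about 180% in these data; inconclusive = fewer than 70 cells counted for a yeast strain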;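 also: median GFP fluorescence of the barcode-gated MEP2-GFP cells per well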
procasp3 activ – activates human procaspase-3; actives 0.11% (n = 330,000); P42574; activation, % at 8.5 µM; recombinant procaspase-3 D3A, Ac-DEVD-pNA absorbance 405 nm;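 active = activation above the mean of all tested compounds plus 3 SD, cut at about 21% in these data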;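 also: 0% = DMSO alone and 100% = DMSO wells spiked with extra 5 µM PC-3 D3A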
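Assay system: Autoprocessing-dead procaspase-3 D3A mutant enzyme; also added: Ac-DEVD-pNA; doses: one concentration, 8.5 µM nominal, 0.8% DMSO; times: 1 h compound preincubation, 2 h substrate hydrolysis at 25 °C; technique: 405 nm absorbance of p-nitroaniline, reads at 0 and 120 min; measure: % activation between DMSO and enzyme-spiked controls; repeats: single replicate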
Starred values were filed as active, the others as inactive; ? = inconclusive; · = not tested or not shown.

SMILES	ZTA counter	AHR act	proCasp7 act	EBNA-1 inh	LAP4-GFP MLPCN	RPL19A TOR yeast	MEP2 TOR yeast	procasp3 activ
O=C(O)/C=C/S(=O)(=O)c1ccc2ccccc2c1	14	-2	-4	-3	103	104	107	-5
CC(=O)C1=C(C)Nc2ncnn2C1c1cccc(OCc2ccccc2)c1 (stereo unspecified)	15	10	8	6	102	104	95	4
CCc1ccc(NC(=O)CSc2nnc(-c3ccco3)o2)cc1	-4	7	0	3	?	103	98	0
CCCN(CC(=O)Nc1ccccc1C)C(=O)CCN1C(=O)c2cccc([N+](=O)[O-])c2C1=O	-20	0	6	-14	108	103	105	2
COc1cc(/C=N/N=C2/SCC(=O)N2c2ccc(O)cc2)ccc1O	-3	2	10	7	88	99	94	2
N#C/C(=C\c1cccnc1)c1ccccc1[N+](=O)[O-]	-8	9	-4	-11	101	101	110	-2
CCCCC(=O)OCC(=O)c1ccc(OCC)cc1	6	0	4	4	100	97	98	-4
CC[C@@H](C)C(NC(=O)OC(C)(C)C)c1cn([C@@H](CCC(=O)OC(C)(C)C)C(=O)N2CCN(C(=O)OC(C)(C)C)CC2)nn1 (stereo partly specified)	-5	1	0	-11	·	·	·	1
CN(/C(=N\S(=O)(=O)c1ccccc1)C(F)(F)F)c1ccccc1	-3	-2	5	6	93	100	99	15
O=C(CCc1nnc2n(Cc3ccc(Cl)cc3)c(=O)c3ccccc3n12)NCCN1CCCC1	9	-2	-5	0	91	98	97	-2
CCOC(=O)Cn1c(=O)oc2cc(S(=O)(=O)N3CCCC(C(=O)OCC)C3)ccc21 (stereo unspecified)	-16	2	-8	-1	107	94	109	1
NC(=O)C1CCN(C(=O)COc2cccc3cccnc23)CC1	4	-2	3	0	84	99	103	8
Cc1nnc(NC(=O)C23CC4CC(C)(CC(C)(C4)C2)C3)s1	-20	-1	-3	1	96	101	105	5
CCn1ccc(C(=O)NC2CCCC2)n1	1	-1	4	4	99	102	99	8
O=C(c1ccccc1)c1nccc2ccccc12	0	-1	16	7	95	106	105	0
COC(=O)[C@@H](NC(=O)Nc1ccccc1F)C(C)C	-3	-2	4	8	110	99	116	1
O=C(NC1CCCCCCC1)NC1CCCCC1	-15	7	-5	-9	109	97	91	-1
COc1ccc(OC)c(C2C3=C(N=c4s/c(=C\c5cccc(O)c5)c(=O)n42)c2ccccc2CC3)c1 (stereo unspecified)	-5	2	-3	-3	100	101	108	0
COCC(C)NC(=O)CSc1nc2ccccc2c(=O)n1CCc1ccc(S(N)(=O)=O)cc1 (stereo unspecified)	3	0	4	9	93	100	101	-6
Cc1ccc(OCC(=O)Nc2ccc(-c3nc4ncccc4o3)cc2)c(C)c1	-9	37	9	0	97	96	101	-7
CCOC(=O)c1c(NC(=O)/C=C/c2ccco2)sc(C)c1C	-4	2	1	-26	99	96	104	-2
Cc1cc(NC(=O)c2ccc(S(=O)(=O)N3CCOCC3)cc2)no1	4	6	-11	-11	97	94	94	-6
O=C(Nc1ccccc1NC(=O)c1c(F)cccc1F)c1c(F)cccc1F	-3	2	5	4	100	102	103	-1
COc1ccc(C(=O)CSc2nnc(NC(=O)C3CC(=O)N(c4ccccc4)C3)s2)cc1 (stereo unspecified)	-11	5	-1	23	103	105	107	2
COc1cc(CCC(=O)NCc2ccc3c(c2)OCO3)cc(OC)c1OC	-2	2	2	-15	99	106	110	-2
CCC1CCCN1Cn1cnc2c([nH]c3ccccc32)c1=O (stereo unspecified)	3	84*	12	14	101	100	104	13
CC(=O)N1CCc2c(sc(NC(=O)C3COc4ccccc4O3)c2C(N)=O)C1 (stereo unspecified)	-4	10	-3	-3	103	96	100	-3
CC1CN(C(=O)CSc2ncnc3sccc23)CC(C)O1 (stereo unspecified)	-6	3	4	8	99	102	105	10
COc1ccc(C(=S)N2CCOCC2)cc1OC(=O)c1ccc([N+](=O)[O-])cc1	-14	-1	-6	-3	98	103	99	-6
Cc1c(NC(=O)C(Sc2ccccc2)c2ccccc2)cccc1[N+](=O)[O-] (stereo unspecified)	22	0	14	10	100	100	101	-2

A stretch taken from the entries so far:
SMILES	ZTA counter	AHR act	proCasp7 act	EBNA-1 inh	LAP4-GFP MLPCN	RPL19A TOR yeast	MEP2 TOR yeast	procasp3 activ
CC(=O)N1CCc2c(sc(NC(=O)C3COc4ccccc4O3)c2C(N)=O)C1 (stereo unspecified)	-4	10	-3	-3	103	96	100	-3
CC1CN(C(=O)CSc2ncnc3sccc23)CC(C)O1 (stereo unspecified)	-6	3	4	8	99	102	105	10
COc1ccc(C(=S)N2CCOCC2)cc1OC(=O)c1ccc([N+](=O)[O-])cc1	-14	-1	-6	-3	98	103	99	-6
Cc1c(NC(=O)C(Sc2ccccc2)c2ccccc2)cccc1[N+](=O)[O-] (stereo unspecified)	22	0	14	10	100	100	101	-2

Going on with the list.
SMILES	ZTA counter	AHR act	proCasp7 act	EBNA-1 inh	LAP4-GFP MLPCN	RPL19A TOR yeast	MEP2 TOR yeast	procasp3 activ
N=c1sccn1CC(=O)Nc1cc(Cl)ccc1[N+](=O)[O-]	0	0	-8	-12	109	104	125	-3
O=C(NCc1ccc2c(c1)OCO2)c1cc(=O)[nH]c2ccccc12	0	2	0	-6	112	101	98	7
CN(C)/C=C/C(=O)c1cc(N2CCOCC2)ccc1[N+](=O)[O-]	16	-1	-7	3	103	99	101	1
O=C(CNC(=O)c1ccc(S(=O)(=O)N2CCCCC2)cc1)N/N=C/c1ccco1	8	-1	-3	3	96	106	103	-4
CC(C)[C@H](NC(=O)N1CCn2c1nc1ccccc12)C(=O)NCc1ccco1	7	2	2	3	90	88	103	10
Brc1ccccc1CN1CCC(N2CCCCC2)CC1	11	0	5	-6	98	94	99	1
CCC(C)(C)C1CCC2(CC1)NC(=O)N(CC(=O)Nc1nc(-c3ccc(C)cc3)cs1)C2=O (stereo unspecified)	7	-1	-6	13	102	98	101	-8
Cc1nc2ccc(NC(=O)Cc3cccs3)cc2s1	0	7	2	-1	112	103	103	4
CCCCC(CCC(=O)NNC(=O)Cc1ccccc1)C(=O)O (stereo unspecified)	-6	-4	-5	-4	92	98	90	-10
Cc1ccccc1C(=O)N1CCC(C(=O)N2CCN(Cc3ccc4c(c3)OCO4)CC2)CC1	·	-1	4	·	91	101	108	-1

Two records drawn at random from those above:
SMILES	ZTA counter	AHR act	proCasp7 act	EBNA-1 inh	LAP4-GFP MLPCN	RPL19A TOR yeast	MEP2 TOR yeast	procasp3 activ
COc1ccc(C(=S)N2CCOCC2)cc1OC(=O)c1ccc([N+](=O)[O-])cc1	-14	-1	-6	-3	98	103	99	-6
COC(=O)[C@@H](NC(=O)Nc1ccccc1F)C(C)C	-3	-2	4	8	110	99	116	1

Remaining list, next part
SMILES	ZTA counter	AHR act	proCasp7 act	EBNA-1 inh	LAP4-GFP MLPCN	RPL19A TOR yeast	MEP2 TOR yeast	procasp3 activ
Nc1cc2c(cc1C(=O)c1ccccc1F)OCCO2	6	6	-1	3	101	106	113	-3
CCOc1ccccc1NC(=O)N1CCN(S(C)(=O)=O)CC1	-7	2	1	-13	89	84	104	-3
CCN(Cc1nc2ccccc2c(=O)[nH]1)Cc1nc2ccsc2c(=O)[nH]1	-12	-1	8	-4	100	97	98	3
CCCCNc1ccc(C(CC(N)=O)NC(=O)Cc2cccc3ccccc23)cc1[N+](=O)[O-] (stereo unspecified)	-3	5	-10	-5	108	100	91	2
O=C1c2ccccc2C(=O)N1Cc1nc(-c2ccccn2)no1	-1	1	7	0	100	99	102	7
Cc1cc(Cl)ccc1C(=O)C1CCCN(C(=O)c2cscn2)C1 (stereo unspecified)	4	0	1	-9	101	97	98	3
O=S(=O)(c1ccc(F)c(F)c1F)N1CCN(C(=S)NC2CC3CCC2C3)CC1 (stereo unspecified)	2	2	-6	6	104	97	99	4
CCC(C)NC(=O)[C@H](CSCc1ccccc1)N1Cc2ccccc2C1=O (stereo partly specified)	0	0	0	8	99	103	102	-4
O=C(NCCC1CC1(Cl)Cl)c1ccc([N+](=O)[O-])cc1 (stereo unspecified)	4	3	6	11	87	94	96	4
COc1cc(OC)cc(-c2nnc(NC(=O)c3ccc4c(c3)OCCO4)o2)c1	10	4	9	6	83	91	86	12

AHR act, what is marked active above.
SMILES	AHR act	EBNA-1 inh	LAP4-GFP MLPCN	RPL19A TOR yeast	MEP2 TOR yeast	procasp3 activ
CCC1CCCN1Cn1cnc2c([nH]c3ccccc32)c1=O (stereo unspecified)	84*	14	101	100	104	13

Carrying on.
SMILES	ZTA counter	AHR act	proCasp7 act	EBNA-1 inh	LAP4-GFP MLPCN	RPL19A TOR yeast	MEP2 TOR yeast	procasp3 activ
O=C(Nc1ccccc1)N1CCC(c2ccccc2)C1 (stereo unspecified)	11	-3	10	5	90	92	100	-7
Cc1cccc(C(=O)Nc2scc(CC(C)C)c2C(=O)O)c1	-4	3	-3	1	88	100	108	8
Cc1nn(-c2ccc(F)cc2)c(N)c1C1(O)C(=O)Nc2ccccc21 (stereo unspecified)	5	4	13	2	92	104	109	2
Cc1cc(NC(=O)CSc2nc3cc(C)c(C)cc3cc2C)no1	-3	1	5	-7	99	102	106	7
CCOC(=O)C1=C(CC)Nc2ccccc2N=C1NC(=O)c1cccc(S(=O)(=O)N2CCOCC2)c1	0	-1	-2	·	96	93	99	1
C=CCn1c(=O)c(C(=O)NCc2ccc3c(c2)OCO3)c(O)c2ccccc21	-2	25	-3	6	100	100	96	9
Cc1ccccc1N1CCN(C(=O)CCN2C(=O)c3ccccc3C2=O)CC1	16	2	6	12	100	92	96	-2
Cc1c(/C=N\NC(=O)C2(C)CC2(Cl)Cl)cnn1C (stereo unspecified)	-6	4	-8	-1	99	101	103	-6
CC1(C)CC(=O)c2cc(OCC(=O)N3CCCCCC3)ccc2O1	7	5	4	2	97	100	98	4
CCCCNc1ccc(S(=O)(=O)c2cccc([N+](=O)[O-])c2)cc1[N+](=O)[O-]	-12	5	10	-6	95	103	99	-1
CC(C)Sc1nc2c([nH]c3ccccc32)c(=O)n1C	9	29	5	3	95	112	114	4
